# Bioassay records from PubChem.
# HCMV inh = qHTS Assay for inhibitors of the human cytomegalovirus (HCMV). HFF cells, HCMV-luciferase reporter, 72 h; hits give low values. activity change, negative = inhibition, % at 57.5 µM. AID 1259415, 2018. hit rate 4.5% among 410,000; in the data active = activity change below about -60%; inconclusive = no clear call, values can overlap the other calls; inactive = above about -39%
#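 Cell-based, HFFs, 1000 cells/well, 16 h 37C; cpds in DMSO + HCMV-luc, MOI 1 PFU/cell; 72 h 37C; OneGlo luminescence after 5 min RT; norm. to buffer vs Salinomycin 10uM.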
# HCV inhibitor = qHTS Assay for Inhibitors of Hepatitis C Virus (HCV) | AID 651820, 2012 | Huh7.5.1 HCVcc-Cre infection, luciferase reporter, 44 h | Potency, µM (highest dose often 41.8 µM), without a hit: at the highest dose activity change, negative = inhibition, hits mostly inhibitors | hit rate 3.4% among 340,000; note: potency is the fitted concentration of half-maximal effect
#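 A cell-based infection assay in which seeded cells (1,000 per well) receive test compound after 4 h, are inoculated with HCVcc-Cre at approximately 0.5 moi, and are incubated 44 h before luminescence detection.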
# AmpC detergent = qHTS Inhibitors of AmpC Beta-Lactamase (assay with detergent); P00811; AmpC hydrolysis of nitrocefin, absorbance 480 nm, 0.01% Triton; Potency, µM (highest dose often 114 µM), for the others: top-dose activity change, negative = inhibition, most hits filed as inhibitors; hit rate 0.041% among 370,000; AID 485294, 2010;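 note: potency is the fitted concentration of half-maximal effect; 0% = no-compound wells and -100% = no-enzyme wells; nearly all actives have a fitted effect of over 25% in size; some results filed as inactive show a strong effect at the top dose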
# Target sequence (P00811 whole entry, looked up): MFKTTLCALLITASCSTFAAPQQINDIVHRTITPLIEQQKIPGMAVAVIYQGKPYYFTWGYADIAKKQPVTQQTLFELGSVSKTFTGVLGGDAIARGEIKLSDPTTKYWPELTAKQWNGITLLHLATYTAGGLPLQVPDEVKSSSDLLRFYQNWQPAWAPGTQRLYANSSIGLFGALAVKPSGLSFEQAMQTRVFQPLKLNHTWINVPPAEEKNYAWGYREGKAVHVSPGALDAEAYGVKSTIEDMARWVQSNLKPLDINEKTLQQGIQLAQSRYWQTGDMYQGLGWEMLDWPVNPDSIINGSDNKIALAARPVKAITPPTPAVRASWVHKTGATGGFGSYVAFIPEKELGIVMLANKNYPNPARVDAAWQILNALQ
#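 AmpC (5.3 nM in the dispensed reagent) in 20 mM phosphate pH 7.0 with 0.01% (detergent screen) or 0.0001% Triton X-100 was preincubated with compounds for 15 min at room temperature. Nitrocefin was then added from an 800 uM solution, and hydrolysis was followed at 480 nm.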
# FBPA Giardia inh = qHTS Assay for Inhibitors of Fructose-1,6-bisphosphate Aldolase from Giardia Lamblia; purified Giardia FBPA; Potency, µM (series often up to 59.6 µM), inactives show at the top dose activity, negative = inhibition, hits mostly inhibitors; hit rate 0.71% among 290,000; note: potency is the fitted concentration of half-maximal effect; nearly all actives have a fitted effect of over 55% in size
# Target sequence (A8B2U2 whole entry, looked up): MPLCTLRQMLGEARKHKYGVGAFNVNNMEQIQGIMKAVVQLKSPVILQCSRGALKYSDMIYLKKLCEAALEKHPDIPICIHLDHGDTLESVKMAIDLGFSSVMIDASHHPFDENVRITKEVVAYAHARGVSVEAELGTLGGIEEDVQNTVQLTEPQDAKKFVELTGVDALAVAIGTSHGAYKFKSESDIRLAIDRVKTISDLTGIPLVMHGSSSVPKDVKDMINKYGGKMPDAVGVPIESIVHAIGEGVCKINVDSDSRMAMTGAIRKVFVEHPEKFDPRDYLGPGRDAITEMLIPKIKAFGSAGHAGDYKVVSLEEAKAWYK
#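 Giardia FBPA (40 nM reagent) was preincubated 10 min at RT with compound (up to 57.5 uM final), then substrate plus GAPDH/TPI/NAD/arsenate coupling system with diaphorase/resazurin was added; resorufin fluorescence (525/598 nm) was read after 20 min.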
# Sm TGR block = qHTS Assay for the Inhibitors of Schistosoma Mansoni Peroxiredoxins; purified TGR, DTNB reduction, TNB absorbance 405 nm; Potency, µM (top dose mostly 114 µM), for the others: at the highest dose activity change, negative = inhibition, most hits filed as inhibitors; hit rate 3% among 360,000; AID 485364, 2010; note: potency is the fitted concentration of half-maximal effect; nearly all actives have a fitted effect of over 60% in size
#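 First, TGR (20 nM dispensed) and NADPH were mixed with compound. Second, a 15 min room-temperature incubation followed. Third, further NADPH and then DTNB were added to start the reaction. Finally, TNB absorbance was monitored kinetically.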
# AmpC inh no detg = qHTS Inhibitors of AmpC Beta-Lactamase (assay without detergent); AmpC nitrocefin hydrolysis, absorbance 480 nm, 0.0001% Triton; hit rate 0.52% among 330,000; P00811; Potency, µM (series often up to 57.1 µM), for the others: at the top dose activity change, negative = inhibition, hits mostly inhibitors; AID 485341, 2010;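 note: potency is the fitted concentration of half-maximal effect; plate controls were no compound for no effect and no enzyme for full effect; nearly all actives have a fitted effect of over 20% in size; some results filed as inactive show a strong effect at the top dose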
#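 AmpC (5.3 nM in the dispensed reagent) in 20 mM phosphate pH 7.0 with 0.01% (detergent screen) or 0.0001% Triton X-100 was preincubated with compounds for 15 min at room temperature. Nitrocefin was then added from an 800 uM solution, and hydrolysis was followed at 480 nm.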
# The depositor's hits bear a star; ? = inconclusive; · = not tested or not shown; & = joins results of further samples; [ ] = dose if it differs, or a comment. Unless noted, calls come from the whole dose curve; as a rule, active = well fitted curve in the direction sought with a large enough effect; inconclusive = small, poorly fitted or top-dose-only effect, or another doubt; inactive = no such curve, though single readings can be large; an effect the other way counts as inactive or inconclusive. Unless noted, % is set by controls: 0 for no effect and ±100 for the full control effect.
SMILES,HCMV inh,HCV inhibitor,AmpC detergent,FBPA Giardia inh,Sm TGR block,AmpC inh no detg
Cn1c(N)c(C(=O)c2ccc(F)cc2F)c(=O)n(C)c1=O,-19.4,9.3%,-1.2%,4.5%,-12.2%,-22.7%
O=C(COC(=O)c1cc(C(F)(F)F)cc(C(F)(F)F)c1)NCc1ccc(Cl)cc1,4.0,-5.1%,-11.0%,5.8%,-1.3%,-35.7%
COc1ccc(CCNC(=O)COc2cccc(-n3cnnn3)c2)cc1,1.8,-15.8%,?,·,0.1%,-14.8%
O=C(O)CCC(=O)Nc1nc2ccccc2s1,-24.3,12.0%,?,-1.3%,-0.5%,1.3%
O=C(NCc1ccccc1Cl)c1ccc2c(c1)NC(=O)C(CS(=O)(=O)Cc1ccc(Cl)cc1)N2 (configuration not stated),-9.4,·,-2.5%,·,-18.6%,·
O=C(NC1CCCC1)c1ccc(CSc2nc3cccnc3n2Cc2ccccc2)cc1,8.4,·,6.2%,·,-2.7%,·
C/C(=N\NC(=O)c1nc2ccccn2c1C)c1cc2ccccc2o1,?,?,4.6%,-7.2%,5.6%,-10.2%
COc1cccc(NC(=O)CN(C)C(=O)COc2ccc3ccccc3c2)c1,17.9,4.5%,-5.9%,-8.2%,0.7%,-4.7%
COc1ccc(/C=N/n2c(-c3ccco3)nc3ccccc3c2=O)cc1,-38.0,-23.7%,-13.0%,-4.1%,-3.0%,-16.5%
COc1ccc(-n2c(Cc3cccc([N+](=O)[O-])c3)nc3ccccc3c2=O)cc1,-10.3,-12.1%,?,-2.5%,-16.1%,-12.8%
Cc1cc(NC(=O)CSc2cn(CCNC(=O)c3ccccc3)c3ccccc23)no1,·,-18.0%,-11.6%,-1.7%,-13.1%,-41.9%
O=c1ccc(-c2ccc(S(=O)(=O)Nc3cccc(Br)c3)o2)n[nH]1,?,27.0%,2.0%,5.6%,50.1µM*,-13.9%
COC(=O)c1[nH]c2cc(OC)ccc2c1NC(=O)CN1CCN(c2cccc(C)c2)C(C)C1 (configuration not stated),-31.3,10µM*,-3.1%,-7.5%,-21.9%,50.6%
Cc1ccc(S(=O)(=O)N(C)C)cc1NC(=O)CN1C(=O)NC2(CCCCCC2)C1=O,2.3,24.4%,-16.7%,11.9%,-8.4%,1.5%
Cc1ccc(C(=O)NCC(=O)OCC(=O)Nc2cc(S(=O)(=O)N3CCOCC3)ccc2C)cc1,-15.9,10.4%,0.0%,·,-6.2%,4.2%
Clc1ccccc1CSc1nnc(/C=C/c2ccccc2)o1,45.3,-10.6%,1.5%,3.5%,-16.9%,-9.2%
Cc1cc(C(=O)Nc2sc3c(c2C#N)CCC(C)C3)cs1 (configuration not stated),-2.6,?,?,0.4%,-15.9%,-24.3%
O=C(N/N=C/c1ccccc1)c1sccc1OCc1ccc(F)cc1,-62.3*,?,?,-0.7%,-19.7%,-14.0%
CC(=O)c1cccc(N(CC(=O)NC2CCCCC2)C(=O)Cn2nnc(-c3ccccc3)n2)c1,-13.2,-3.6%,-0.6%,·,4.8%,-8.1%
O=C(NCCc1ccccc1)c1c[nH]c2ccc(S(=O)(=O)Nc3ccc(F)cc3F)cc2c1=O,8.1,·,2.7%,·,12.4%,·
COc1cccc(C(=O)NC(C)c2cccc3ccccc23)c1OC (configuration not stated),?,-26.5%,6.3%,0.0%,-8.7%,-12.5%
COc1cccc(Cn2c(=O)n(-c3cccc(Cl)c3C)c(=O)c3c4c(sc32)CN(C(C)=O)CC4)c1,?,·,6.2%,·,3.4%,·
Cc1ccc(CNS(=O)(=O)c2cc3c4c(c2)CCN4C(=O)CC3)cc1,-10.0,?,-11.8%,·,3.4%,-17.5%
COc1cccc(/C=N/n2c(-c3n[nH]c4c3CCC4)n[nH]c2=S)c1O,14.8,3.5%,?,-13.8%,8.7%,-31.7%
COCc1[nH]nc2c1C1(C(=O)N(C)c3ccccc31)C(C#N)=C(N)O2 (configuration not stated),11.3,23.4%,?,-0.6%,0.0%,-5.8%
Cc1nn(-c2ccccc2)c(NC(=O)c2cccs2)c(-c2ccc(Cl)cc2)c1=O,?,8.7%,-13.1%,15.6%,-7.1%,-31.0%
Cc1ccc2[nH]c(C(=O)Nc3ccc(F)cc3)cc2c1,-34.0,-23.1%,?,-1.7%,-17.7%,114.1%
CC(=O)Nc1ccc(S(=O)(=O)NNC(=O)c2cccc(Br)c2)cc1,-18.1,24.9%,-2.9%,-9.1%,-1.0%,-5.4%
Cc1[nH][nH]c(=O)c1C(c1c(C)[nH][nH]c1=O)c1cn(Cc2ccc(Cl)c(Cl)c2)c2ccccc12,?,3.7%,-4.6%,?,-24.3%,-59.2%
Cc1ccc(C)c(NC(=O)c2ccc3c(=O)n4c(nc3c2)CCC4)c1,10.9,-21.2%,?,·,2.3%,-10.2%
c1ccc(-c2nnc(SCc3nc4ccccc4[nH]3)o2)cc1,5.5,-5.4%,-11.4%,-24.0%,7.0%,-21.9%
COc1ccccc1Cn1cc(C(=O)c2ccc(C)cc2)c(=O)c2cc(C)ccc21,0.6,·,-0.7%,·,1.4%,·
O=C1CS/C(=N/N=C/c2c[nH]c3ccccc23)N1,47.8,7.6%,0.5%,2.8%,12.0%,-5.2%
O=C(O)c1ccc2c(c1)C(=O)N(c1cccc(C(=O)/C=C/c3ccccc3)c1)C2=O,134.4,7.8%,-5.7%,10.8%,25.1µM*,-26.3%
CCOc1cc(-c2nnc(-c3ccco3)o2)cc(OCC)c1OCC,73.5,?,0.3%,2.4%,-2.3%,-7.1%
CCOC(=O)C1CCN(S(=O)(=O)c2ccc3c(c2)CCCN3C(C)=O)CC1,-13.9,-2.9%,2.8%,3.0%,5.2%,12.4%
COc1ccc(N(CC(=O)Nc2ccc3c(c2)OCO3)S(=O)(=O)c2ccc(F)cc2)cc1,-76.0*,?,5.0%,-21.5%,3.2%,-34.5%
O=S(=O)(c1ccc(S(=O)(=O)N(Cc2cccs2)CC2CCCO2)cc1)N1CCCCC1 (configuration not stated),-33.5,-22.4%&-12.4%,6.9%,0.9%,-6.4%,-3.3%
Cc1cccnc1CN1CCN(C(=O)CCc2nnc(CCc3ccccc3)o2)CC1,41.6,1.7%,8.6%,-1.4%,-2.7%,36.6%
O=C(OCc1cccc(Cl)c1)c1cc(S(=O)(=O)N2CCCCC2)ccc1N1CCOCC1,-34.7,11.2µM*,?,-5.7%,0.8%,38.5%
COc1cc(/C=N/n2cnnc2)ccc1OC(=O)c1ccncc1,-10.4,14.0%,?,5.0%,0.0%,-4.6%
CC1Sc2ccc(S(=O)(=O)CCC(=O)Nc3cc(F)ccc3F)cc2NC1=O (configuration not stated),-19.9,5.3%,-9.7%,0.8%,-24.2%,-17.0%
Cn1c(SCC(=O)Nc2cc(=O)n(C)c(=O)n2C)nnc1C12CC3CC(CC(C3)C1)C2,·,·,-5.2%,4.3%,-6.4%,-6.3%
O=C(NNC(=O)c1cc(-c2ccccc2Cl)nc2ccccc12)c1csc(N2CCOCC2)n1,-15.9,-18.7%,-10.9%,·,-1.2%,45.8%
CCN(CC)CCCn1c2c(c(SCC(=O)Nc3nc(C)cs3)nc1=O)CCC2,2.2,-4.1%,-17.4%,·,-2.1%,11.9%
CCOC(=O)CC(NC(=O)c1cc2cccc(OC)c2oc1=O)c1ccc(OC)cc1 (configuration not stated),?,-8.0%,-1.9%,6.1%,0.0%,101.9%[activator]
Cc1c(C(C)CCCO)oc(=O)c2c1Oc1c(C)c(C(C)C[C@@H](C)O)oc(=O)c1C2 (some centres not stated),-13.2,-0.8%,4.3%,·,-34.4%,1.3%
O=C1C2C3CCC(O3)C2C(=O)N1CCO (configuration not stated),-15.2,1.9%,-4.3%,0.0%,14.2%,21.6%

# Gathered by group: those above with a COOH group (2)
SMILES,HCMV inh,HCV inhibitor,AmpC detergent,FBPA Giardia inh,Sm TGR block,AmpC inh no detg
O=C(O)CCC(=O)Nc1nc2ccccc2s1,-24.3,12.0%,?,-1.3%,-0.5%,1.3%
O=C(O)c1ccc2c(c1)C(=O)N(c1cccc(C(=O)/C=C/c3ccccc3)c1)C2=O,134.4,7.8%,-5.7%,10.8%,25.1µM*,-26.3%

# The list continues:
SMILES,HCMV inh,HCV inhibitor,AmpC detergent,FBPA Giardia inh,Sm TGR block,AmpC inh no detg
CC(=O)Nc1ccc(SC[C@H](Cc2ccccc2)N2CC[C@@H](O)CCC2=O)cc1,-9.2,-12.4%,9.7%,·,-11.7%,7.4%
CCN1CCCc2cc(CN(CCN3CCOCC3)C(=S)Nc3cccc(C)c3)ccc21,-65.1*,-38.3%,-3.0%,-11.6%,-5.4%,122.0%[activator]
Cc1nc(NC(=O)C2CC2)sc1C(=O)Nc1ccc(Br)cc1,14.0,?,-12.0%,8.3%,-5.9%,-33.9%
CCCOC(=O)c1ccc(NC(=O)Oc2ccccc2)cc1,31.8,-2.5%,-1.3%,-3.6%,7.8%,14.2%
CCc1ccc(C(=O)CSc2nc(C)cc(=O)[nH]2)cc1,-20.2,-1.2%,-2.2%,1.2%,10.7%,-4.7%
COc1ccccc1CNC(=O)C(=O)Nc1nccs1,9.4,2.3%,1.0%,1.9%,44.7µM*,51.3%
c1cncc(-c2nc3ccccc3s2)c1,-17.1,?,-2.1%,0.5%,7.7%,-8.7%
Cc1occc1C(=O)NNC(=O)c1ccc(S(=O)(=O)N(C)C)cc1,?,-10.7%,-0.2%,·,-8.6%,-17.6%
COc1ccc2cc(C#N)c(SCC(=O)N3CC(=O)Nc4ccccc43)nc2c1,·,?,-7.7%,5.7%,4.2%,-15.7%
COC(=O)c1c(NC(=O)CCCOc2ccccc2C)sc2c1CCC(C)C2 (configuration not stated),-2.4,·,10.3%,·,11.0%,·
CC(C)(C)c1cc(CCC(=O)NCc2ccccn2)cc(C(C)(C)C)c1O,-32.3,·,?,·,-2.5%,95.7%[activator]
COc1ccc(CN(CC(=O)NCC2CCCO2)C(=O)CCC(=O)Nc2nccs2)cc1 (configuration not stated),21.2,5.8%,-10.7%,1.6%,-2.2%,0.9%
O=C(CC1CCCCC1)NCCS(=O)(=O)N1CCN(c2ccccc2)CC1,-0.3,14.0%,-19.3%,·,0.5%,-9.6%
CC1=CC(C)(C)N2C(=O)C3(N=C(N)NC(Nc4ccccc4)=N3)c3cc(C)cc1c32 (configuration not stated),22.4,?,-4.3%,0.2%,8.4%,-34.7%

# Random excerpt: two records from the list
SMILES,HCMV inh,HCV inhibitor,AmpC detergent,FBPA Giardia inh,Sm TGR block,AmpC inh no detg
CCN(CC)CCCn1c2c(c(SCC(=O)Nc3nc(C)cs3)nc1=O)CCC2,2.2,-4.1%,-17.4%,·,-2.1%,11.9%
c1cncc(-c2nc3ccccc3s2)c1,-17.1,?,-2.1%,0.5%,7.7%,-8.7%
